From PubChem
BRCA1 expr act – activators of BRCA1 expression. MCF7-BRCA1-FFLuc reporter, luminescence, 48 h; response scale: scaled: vehicle 0%, 10 µM genistein 100%. Potency, µM (highest dose often 46.1 µM), inactives show at the top dose activation, most hits filed as activators. 380,000 tested, 1.1% active. AID 624202; further: potency means the concentration at half of the fitted maximal effect; nearly all actives have a fitted effect of over 80% in size; some results filed as inactive show a strong effect at the top dose
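Quantitative HTS in MCF7 cells stably reporting BRCA1 expression via firefly luciferase. Compound treatment lasts 48 h at 37 °C in phenol-red free MEM. Activation is expressed relative to genistein at 10 microM and DMSO.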
A-T KAP1 phos – potential ataxia-telangiectasia treatments restoring KAP-1 phosphorylation; […] A-T fibroblasts, KAP-1 phosphorylation AlphaLISA; neocarzinostatin DNA damage 30 min before lysis; Potency, µM (doses to about 57.5 µM), without a hit: top-dose activation, hits mostly activators; 320,000 tested, 0.19% active; further: potency means the concentration at half of the fitted maximal effect; % of control where 0% means no effect; nearly all actives have a fitted effect of over 45% in size
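hTERT-immortalized A-T patient fibroblasts ([…]), 500 cells/well in OPTI-MEM, 1% FBS, got compounds for 60 min, then NCS for 30 min at 37C. Lysates were then assayed for phospho-KAP-1 by AlphaLISA (anti-pKAP1 donor, anti-KAP1 acceptor beads), 6 hr at 25C.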
p53 reactivation – re-activators of mutant p53. H1299 p53-A138V BP100-luciferase reporter, luminescence, 24 h. Potency, µM (doses to about 92.2 µM), without a hit: top-dose activity change, positive = activation, most hits filed as activators. 320,000 tested, 0.063% active. AID 504706; further: potency means the concentration at half of the fitted maximal effect; % of control where 0% means no effect; nearly all actives have a fitted effect of over 45% in size
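p53-null H1299 cells stably carrying temperature-sensitive p53-A138V and a BP100-luciferase reporter were pinned with compounds (4-point, 1:5 series) and held 24 hrs at 37 deg C. Luminescence was read 10 min after detection reagent.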
ELG1 DNA repair – inhibitors of ELG1-dependent DNA repair in HEK293T cells; Potency, µM (highest dose often 46.1 µM), for the others: at the highest dose activity change, negative = inhibition, actives largely listed as inhibitors; AID 504467; HEK293T ELG1-luciferase reporter, luminescence, 16 h; DNA damage induced by 5-fluorouridine; 330,000 tested, 2.3% active; further: potency means the concentration at half of the fitted maximal effect; on the % scale 0 is the no-effect control and ±100 the full control effect; nearly all actives have a fitted effect of over 55% in size
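In this reporter screen, reduction of luminescence relative to DMSO vehicle indicated activity. Compounds and 5-fluorouridine were added together to 2,000 cells per well, incubated for 16 hr at 37 °C, then developed with ONE-Glo.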
PTAP TSG101 blk – blocks PTAP/TSG101 interaction to inhibit HIV-1 budding; Q99816; Fluorescence polarization, FITC-PTAP peptide / Tsg101 binding; Potency, µM (top dose mostly 115 µM), inactives show at the highest dose activity change, negative = inhibition, actives largely listed as inhibitors; 340,000 tested, under 10 active; active means well fitted inhibition curve with a large enough effect in the main read-out, with a control signal flat, not every such curve was filed as active; inconclusive means small, poorly fitted or top-dose-only effect, or effect the other way, or a change in a side signal; inactive means no such curve, though single readings can be large or run the other way; further: potency means the concentration at half of the fitted maximal effect; % of control where 0% means no effect
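Fluorescence anisotropy tracks displacement of a FITC-tagged PTAP peptide (50 nM) from the Tsg101 binding domain (10 uM), following a 20 min room-temperature incubation at pH 7.5.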
TCR activator – activators of T cell receptors; primary human leukocytes, anti-CD3, IL-2 HTRF, 48 h; Potency, µM (series often up to 9.22 µM), for the others: at the top dose activation of IL-2 secretion, hits mostly activators; 330,000 tested, under 10 active; further: % of control where 0% means no effect
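Compounds are tested in HTS on primary human leukocytes co-incubated with a-CD3 beads for 48 hr. IL-2 output is measured by time-resolved FRET.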
TRPV1 ag – human TRPV1 agonism; TRPV1-expressing cells, Fluo-8 calcium influx, agonist mode; activation, % at 8.33 µM; Q8NER1; 320,000 tested, 0.19% active; in the data active means activation above about 80%; inconclusive means between about 30% and that limit; further: 0% is about no effect
Target sequence (Q8NER1 whole entry, looked up): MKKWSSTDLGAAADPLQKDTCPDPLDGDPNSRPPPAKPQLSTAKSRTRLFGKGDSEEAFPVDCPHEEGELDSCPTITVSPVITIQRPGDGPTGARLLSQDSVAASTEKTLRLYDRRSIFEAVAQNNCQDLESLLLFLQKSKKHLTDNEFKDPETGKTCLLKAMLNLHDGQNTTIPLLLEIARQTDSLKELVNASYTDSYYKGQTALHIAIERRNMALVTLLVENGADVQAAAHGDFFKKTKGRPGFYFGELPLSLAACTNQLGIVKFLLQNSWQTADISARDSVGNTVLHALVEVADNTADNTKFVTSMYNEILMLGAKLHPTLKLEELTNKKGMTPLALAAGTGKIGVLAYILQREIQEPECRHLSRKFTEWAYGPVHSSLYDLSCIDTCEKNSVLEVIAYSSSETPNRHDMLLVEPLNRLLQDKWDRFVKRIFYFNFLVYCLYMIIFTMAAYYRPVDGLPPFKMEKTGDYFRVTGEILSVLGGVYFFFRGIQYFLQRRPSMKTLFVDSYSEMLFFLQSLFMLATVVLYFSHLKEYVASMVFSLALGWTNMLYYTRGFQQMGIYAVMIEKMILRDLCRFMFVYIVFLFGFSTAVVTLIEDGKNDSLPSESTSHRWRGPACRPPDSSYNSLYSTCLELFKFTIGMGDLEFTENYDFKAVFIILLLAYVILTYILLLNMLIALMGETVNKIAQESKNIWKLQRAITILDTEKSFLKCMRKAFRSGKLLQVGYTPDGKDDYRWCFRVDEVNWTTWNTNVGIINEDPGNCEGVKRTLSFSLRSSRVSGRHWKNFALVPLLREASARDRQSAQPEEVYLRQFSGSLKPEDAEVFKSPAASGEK
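Fluo-8 calcium influx in TRPV1-expressing cells, kinetic read (ex 480/em 520 nm). Compound added and read 3 min for agonist activity, followed by capsaicin at EC20 final and 2 min further read for enhancement.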
MLL CXXC-DNA inh – blocks binding of human MLL CXXC domain to DNA; Q03164; MLL-CXXC / FITC-HOXA9 DNA fluorescence polarization; Potency, µM (top dose mostly 115 µM), without a hit: at the top dose activity change, negative = inhibition, most hits filed as inhibitors; 290,000 tested, 0.037% active; active means well fitted inhibition curve with a large enough effect in the polarisation, with a control signal flat, not every such curve was filed as active; inconclusive means small, poorly fitted or top-dose-only effect, or effect the other way, or a change in a side signal; inactive means no such curve, though single readings can be large or run the other way; the % refers to the polarisation; further: potency means the concentration at half of the fitted maximal effect
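Purified MLL-CXXC (added from a 7 uM solution) was preincubated 5 min at ambient with pinned compounds in 50 mM Tris-HCl pH 7.5, 50 mM NaCl, 1 mM DTT, 0.05% BSA. Fluorescein-labeled HOX-A9 DNA (50 nM solution) followed, 30 min, then polarization read.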
Integrin act MD – activators of alpha7 integrin expression for muscular dystrophy; alpha7betagal myoblasts, beta-gal FDG fluorescence, 48 h; Potency, µM (top dose mostly 38.3 µM), for inactives: at the top dose activation, actives largely listed as activators; 350,000 tested, 0.064% active; AID 624291;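 further: potency means the concentration at half of the fitted maximal effect; 100% = response of the positive control SU9516; nearly all actives have a fitted effect of over 60% in size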
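Alpha7betagal+/- myoblasts (passage 13) were plated 16-24 hr, then exposed to compounds (1:260 dilution of DMSO stock) for 48 hours at 37C. After MPER lysis, β-galactosidase reporter activity was read as FDG fluorescence (ex 480/em 540) after 30 minutes.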
B2AR arrestin – beta2AR (human) beta-arrestin recruitment activity. beta-arrestin recruitment to beta2AR, cell-based reporter. Potency, µM (top dose mostly 46.1 µM), inactives show top-dose activation, usual class: activators. 330,000 tested, 0.02% active. AID 492947;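 further: potency means the concentration at half of the fitted maximal effect; 0% = DMSO controls and full agonism = EC100 isoproterenol or metaproterenol; nearly all actives have a fitted effect of over 65% in size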
Active calls of the source: *; ? = inconclusive; / = not tested or not shown; & = joins results of further samples; [ ] = dose if it differs, or a comment. Unless noted, the call rests on the fitted dose curve; in most records, active means well fitted curve in the direction sought with a large enough effect; inconclusive means small, poorly fitted or top-dose-only effect, or another doubt; inactive means no such curve, though single readings can be large; an effect the other way counts as inactive or inconclusive.

#1 CCCCC1(C)OC(=O)C(=Cc2ccc(SC)cc2)C(=O)O1 (stereo not given)
#2 CCOC(=O)CN(c1ccccc1)S(=O)(=O)c1ccc(F)cc1
#3 COc1ccc(N(C(=O)c2snc(C(N)=O)c2N)C(C(=O)NCc2ccc(F)cc2)c2ccc(O)cc2)cc1 (stereo not given)
#4 COc1ccc(CCNC(=O)c2cc(S(=O)(=O)N3CCOCC3)ccc2F)cc1
#5 Cc1ccc(Cn2nnc3c(=O)[nH]c(C4CCN(S(=O)(=O)c5ccc(S(=O)(=O)NC6CC6)cc5)CC4)nc32)cc1
#6 CCCc1cc(=O)[nH]c(SCc2ccc(C#N)cc2)n1
#7 Cc1cnc(C(=O)OCC(=O)Nc2cccc(S(=O)(=O)N3CCOCC3)c2)cn1
#8 c1ccc(CCNC2=NCCS2)cc1

screen / no.,1,2,3,4,5,6,7,8
BRCA1 expr act,12%,11%,-22%,-2%,-28%,-39%,-26%,20%
TCR activator,4%,-3%,2%,10%,-5%,-1%,0%[46.1 µM],-7%
PTAP TSG101 blk,-7%,-2%,-7%,0%,-6%,-6%,0%,-1%
p53 reactivation,-1%,-1%,-5%,18%,7%,0%,2%,4%
Integrin act MD,?,1%,0%,7%,-13%,1%,-19%,15%
TRPV1 ag,-3,16,0,20,-5,3,/,-1
A-T KAP1 phos,0%,0%,3%,-1%,-4%,-3%,-7%,1%
MLL CXXC-DNA inh,-24%,18%,-4%,/,0%,-9%,/,5%
B2AR arrestin,-0.3%,0.1%,0.5%,-0.1%,0.2%,-0.1%,-0.9%,0.3%
ELG1 DNA repair,7%,1%,?,-7%,?,0%,?,-1%

#9 CCOC(=O)N1CCC(NC(=O)c2ccc(CS(=O)(=O)c3ccccc3C)o2)CC1
#10 O=C(c1cccs1)N(Cc1cc2ccccc2[nH]c1=O)c1ccccc1
#11 Cc1ccc(S(=O)(=O)Cc2ccc(C(=O)N3CCc4ccccc4C3)o2)cc1
#12 Cc1ccc(NNC(=O)c2c(F)cccc2Cl)cc1C
#13 CCN(CC)c1nc(N2CCOCC2)nc2ccccc12
#14 CC(=NNC(=O)CSCC(=O)NN=C(C)c1ccccc1)c1ccccc1
#15 Cc1nc(SCCc2ccccc2)[nH]c(=O)c1C
#16 COc1ccccc1OCCNC(=O)CCS(=O)(=O)c1ccccc1

screen / no.,9,10,11,12,13,14,15,16
BRCA1 expr act,2%,-24%,-6%,-4%,3%,-15%,35%,-14%
TCR activator,-5%,3%[46.1 µM],-5%,1%,-2%,6%,-3%,3%
PTAP TSG101 blk,-2%,-2%,4%,2%,0%,-10%,-6%,-2%
p53 reactivation,-2%,1%,0%,-4%,-12%,/,21%,12%
Integrin act MD,0%,11%,5%,16%,-15%,-25%,24%,-10%
TRPV1 ag,0,-1,10,9,21,/,0,/
A-T KAP1 phos,-7%,4%,2%,5%,3%,/,8%,4%
MLL CXXC-DNA inh,17%,2%,0%,-6%,-11%,/,3%,/
B2AR arrestin,0.2%,-0.3%,0.0%,0.0%,0.1%,/,-0.4%,-0.3%
ELG1 DNA repair,-21%,-3%,-2%,19%,?,/,?,16%

#17 CCOc1ccccc1NC(=O)CSc1nc(=O)n(CCCN2CCOCC2)c2c1CCCC2
#18 COC(=O)c1[nH]c2ccc(Br)cc2c1NC(=O)CN1CCN(C2CCCCC2)CC1
#19 Cc1ccc(C(=O)N(CC#N)CC#N)cc1C
#20 O=C(COC(=O)c1cc(=O)[nH]c2ccccc12)Nc1ccccc1F
#21 CCc1ccc(N2CC(C(=O)NCC(C)(C)N3CCOCC3)CC2=O)cc1 (stereo not given)
#22 COC(=O)C1=C(NC(=O)COc2ccc3ccccc3c2)CCS1
#23 N#Cc1ccc(OCc2cccc(S(=O)(=O)N3CCOCC3)c2)cc1
#24 CCC(=O)N1c2ccc(S(=O)(=O)CCC(=O)Nc3ccc(OC)cc3OC)cc2CC1C (stereo not given)

screen / no.,17,18,19,20,21,22,23,24
BRCA1 expr act,2%,-97%[inhibitor],-10%,0%,0%,-11%,-39%,-9%&5%
TCR activator,-2%,/,-7%,4%[46.1 µM],/,-1%[46.1 µM],-3%,-3%
PTAP TSG101 blk,-3%,-5%,-4%,1%,0%,0%,0%,-3%
p53 reactivation,-6%,-15%,-1%,-1%,-3%,-2%,-8%,3%
Integrin act MD,1%,-66%[inhibitor],8%,-23%,21%,19%,0%,1%
TRPV1 ag,2,4,0,/,1,0,7,1
A-T KAP1 phos,9%,-5%,-1%,15%,-3%,2%,4%,15%
MLL CXXC-DNA inh,/,?,2%,/,/,16%,/,54%[activator]
B2AR arrestin,-0.1%,0.1%,-1.1%,-0.7%,-0.3%,-0.1%,-0.1%,0.3%
ELG1 DNA repair,10%,?,-15%,4%,18%,0%,-4%,6%

#25 O=C(Oc1ccccc1N1CCOCC1)c1sccc1Br
#26 CC1CN(C(=O)Cc2ccc(-c3ccccc3)cc2)CC(C)O1 (stereo not given)
#27 Cc1ccc(C(c2nnnn2CCc2ccccc2)N2CCSCC2)cc1 (stereo not given)
#28 CCN1CCCC1CNC(=O)Cn1nc(C)n2c(cc3cc(C)ccc32)c1=O (stereo not given)
#29 Nc1ncnc2nc(Sc3ccc(Cl)cc3)[nH]c12
#30 O=c1[nH]c(SCc2nc3ccccc3c(=O)n2-c2ccccc2)nc2ccccc12
#31 CCN=C1SC(C(=O)Nc2cccc(OCC)c2)CC(=O)N1CC (stereo not given)
#32 COc1ccc(/C=C2\SC(=S)N(CCCC(=O)N3CCCCC3CCO)C2=O)cc1 (stereo not given)

screen / no.,25,26,27,28,29,30,31,32
BRCA1 expr act,15%,-22%,-39%,34%,-25%,-33%,-1%,-75%[inhibitor]
TCR activator,8%,-11%,1%,0%,-10%,-4%[46.1 µM],-3%,2%
PTAP TSG101 blk,0%,-6%,0%,-3%,-2%,24%,-9%,-2%
p53 reactivation,2%,-4%,-2%,20%,-5%,-8%,-5%,-13%
Integrin act MD,10%,-23%,23%,-35%,-15%,-14%,-25%,-61%[inhibitor]
TRPV1 ag,20,20,3,1,2,-1,25,4
A-T KAP1 phos,-2%,5%,?,-6%,2%,3%,9%,-10%
MLL CXXC-DNA inh,?,-7%,-6%,2%,0%,-2%,-6%,-13%
B2AR arrestin,-0.2%,-0.2%,-0.2%,-0.4%,-1.2%,-0.2%,-0.8%,-0.4%
ELG1 DNA repair,0%,?,-15%,15%,3%,?,?,?

#33 Fc1ccccc1SCc1nnc(-c2ccccc2Br)o1
#34 COc1ccc(NC(=O)C(=O)NCCN2CCN(C(=O)c3cccc(Br)c3)CC2)cc1
#35 Cc1ccccc1Cn1nnc(-c2cccc(C(=O)O)c2)n1
#36 CCCCNC(=O)CCN1N=C(c2ccccc2)CCC1=O

screen / no.,33,34,35,36
BRCA1 expr act,?,-8%,-43%,-13%
TCR activator,-1%,5%,/,1%
PTAP TSG101 blk,-5%,0%,-7%,1%
p53 reactivation,-5%,-9%,?,3%
Integrin act MD,-12%,14%,1%[7.66 µM],17%
TRPV1 ag,15,-1,0,-1
A-T KAP1 phos,14%,3%,/,1%
MLL CXXC-DNA inh,3%,?,1%,-1%
B2AR arrestin,0.0%,-0.7%,-1.7%,0.1%
ELG1 DNA repair,?,-8%,?,-2%
